BLM helicase inh = inhibitors of human Bloom syndrome helicase BLM; P54132; recombinant BLM DNA unwinding, fluorescence dequenching; Potency, µM (series often up to 56.1 µM), without a hit: top-dose activity change, negative = inhibition, hits mostly inhibitors; 350,000 tested, 0.2% active;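 note: potency is the fitted concentration of half-maximal effect; plate controls were vehicle for no effect and no enzyme for full effect; nearly all actives have a fitted effect of over 35% in size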
Pol eta inh = DNA polymerase eta (human) inhibition. 390,000 tested, 1.2% active. Q9Y253. Potency, µM (series often up to 114 µM), for inactives: at the highest dose activity change, negative = inhibition, actives largely listed as inhibitors. recombinant Pol eta, fluorescent DNA replication assay; note: potency is the fitted concentration of half-maximal effect; % is set by controls: 0 for no effect and ±100 for the full control effect
Target sequence (Q9Y253 whole entry, looked up): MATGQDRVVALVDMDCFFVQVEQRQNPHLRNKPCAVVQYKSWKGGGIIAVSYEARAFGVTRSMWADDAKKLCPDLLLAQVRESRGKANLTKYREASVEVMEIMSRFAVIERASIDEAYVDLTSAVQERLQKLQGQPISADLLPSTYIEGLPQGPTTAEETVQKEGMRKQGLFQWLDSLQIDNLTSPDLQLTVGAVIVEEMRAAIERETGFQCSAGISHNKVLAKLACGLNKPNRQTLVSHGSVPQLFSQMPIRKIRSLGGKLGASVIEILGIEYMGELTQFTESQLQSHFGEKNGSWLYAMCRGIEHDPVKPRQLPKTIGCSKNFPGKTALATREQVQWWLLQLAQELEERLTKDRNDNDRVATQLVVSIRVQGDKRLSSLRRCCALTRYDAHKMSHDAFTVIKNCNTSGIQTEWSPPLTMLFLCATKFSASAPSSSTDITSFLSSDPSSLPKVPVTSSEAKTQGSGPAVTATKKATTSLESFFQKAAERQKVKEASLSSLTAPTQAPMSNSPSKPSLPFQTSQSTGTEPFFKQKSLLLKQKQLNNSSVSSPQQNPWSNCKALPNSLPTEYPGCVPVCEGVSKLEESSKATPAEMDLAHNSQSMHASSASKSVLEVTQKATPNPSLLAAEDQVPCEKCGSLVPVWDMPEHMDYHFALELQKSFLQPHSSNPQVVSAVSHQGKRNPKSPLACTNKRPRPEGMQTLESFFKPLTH
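Pol eta (10 nM) was preincubated with compounds for 15 min at room temperature, after which fluorescent replication substrate (50 nM final) was added to start the reaction. Fluorescence was read kinetically at 0 and 10 min.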
Pol kappa inh = DNA polymerase kappa (human) inhibition. Potency, µM (doses to about 107 µM), without a hit: at the highest dose activity, negative = inhibition, actives largely listed as inhibitors. purified Pol kappa, fluorescent DNA synthesis assay, 10 min. 400,000 tested, 0.53% active. AID 588579; note: potency is the fitted concentration of half-maximal effect; % is set by controls: 0 for no effect and ±100 for the full control effect
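10 nM Pol kappa preincubated 15 min at room temperature with compounds, then reaction started with substrate at 50 nM final. Fluorescence read kinetically at 0 and 10 min; buffer-only wells served as negative control.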
APEX1 inh = APE1 (human) endonuclease inhibition | Potency, µM (highest dose often 65.8 µM), inactives show top-dose activity change, negative = inhibition, usual class: inhibitors | P27695 | recombinant APE1, TAMRA/BHQ-2 abasic DNA cleavage fluorescence | AID 2517 | 350,000 tested, 0.35% active;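 note: potency is the fitted concentration of half-maximal effect; plate controls were vehicle for no effect and reference inhibitor for full effect; nearly all actives have a fitted effect of over 55% in size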
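Incision of a quenched TAMRA/BHQ-2 THF abasic-site duplex (50 nM) by 0.75 nM APE1, after 15 min compound preincubation, measured as fluorescence increase over three 60 s reads. Values normalized to buffer, DMSO and NSC13755 control wells.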
Tb PGK inh = blocks T. brucei phosphoglycerate kinase; P07378; 380,000 tested, 0.043% active; Potency, µM (doses to about 57.5 µM), for the others: top-dose activity change, negative = inhibition, actives largely listed as inhibitors; PGK/GAPDH coupled, Kinase-Glo luminescence, 60 min; note: potency is the fitted concentration of half-maximal effect; % is set by controls: 0 for no effect and ±100 for the full control effect; nearly all actives have a fitted effect of over 60% in size
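Luminescent ATP detection (Kinase-Glo Plus) follows a 60-minute room-temperature incubation, with wells lacking PGK as controls. Buffer: 100 mM TEA (pH 7.6), 5 mM MgCl2, 0.01% Tween-20. Coupling enzyme GAPDH (100 nM final) supplies unstable 1,3-BPG in-well.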
POLB inh = inhibitors of human DNA polymerase beta. AID 485314. 340,000 tested, 1.3% active. P06746. Potency, µM (top dose mostly 114 µM), for inactives: at the highest dose activity change, negative = inhibition, actives largely listed as inhibitors. Pol beta primer extension/strand displacement, fluorescence kinetic; note: potency is the fitted concentration of half-maximal effect; % is set by controls: 0 for no effect and ±100 for the full control effect
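Values derive from four-parameter Hill fits of normalized kinetic data: reads at 0 and 10 min following addition of 50 nM substrate to 10 nM Pol beta preincubated 15 min with compound.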
POLI inh = inhibitors of human DNA polymerase iota; Pol iota fluorescent replication assay, 10 min; Q9UNA4; Potency, µM (titrated, usually from 115 µM), for the others: at the highest dose activity, negative = inhibition, actives largely listed as inhibitors; 390,000 tested, 1% active; note: potency is the fitted concentration of half-maximal effect
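Pol iota at 10 nM preincubated 15 min with compounds at room temperature; reaction started with fluorescent substrate, 50 nM final. Fluorescence read kinetically at 0 and 10 min; buffer-only wells as negative control.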
Anesthetic bind = binds horse apoferritin like a general anesthetic | P02791 | apoferritin/1-aminoanthracene competitive binding, fluorescence | Potency, µM (top dose mostly 77.5 µM), for the others: at the top dose activity change, negative = displacement, actives largely listed as inhibitors | 350,000 tested, 0.074% active | AID 485281; note: potency is the fitted concentration of half-maximal effect; % is set by controls: 0 for no effect and ±100 for the full control effect; nearly all actives have a fitted effect of over 20% in size
Target sequence (P02791 2-175 limits assumed): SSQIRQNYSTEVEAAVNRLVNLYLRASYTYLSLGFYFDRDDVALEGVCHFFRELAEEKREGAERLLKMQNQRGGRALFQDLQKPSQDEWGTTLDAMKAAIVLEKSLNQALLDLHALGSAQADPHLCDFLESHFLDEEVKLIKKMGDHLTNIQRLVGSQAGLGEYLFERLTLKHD
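Horse-spleen apoferritin (10 uM) was mixed with 50% saturated 1-aminoanthracene in PBS, exposed to compounds for 10 min at room temperature, and read for fluorescence (ex 380 nm, em 535 nm). Competitive displacement was fitted with a four-parameter Hill equation.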
RXFP1 antagonist = antagonists of human relaxin receptor RXFP1; Q9HBX9; HEK293-RXFP1, relaxin-stimulated cAMP HTRF, 30 min; hits give low values; activity change, negative = inhibition, % at 57.5 µM; 350,000 tested, 0.59% active;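 active = activity change of -60% or lower, but not beyond a set lower limit; inconclusive = change between -60% and -40%, or beyond the set limit; inactive = change above -40%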; note: % is set by controls: 0 for no effect and ±100 for the full control effect
Numbers without * were called inactive; i = inactive; ? = inconclusive; . = not tested or not shown; [ ] = dose if it differs, or a comment. Unless noted, calls come from the whole dose curve; as a rule, active = well fitted curve in the direction sought with a large enough effect; inconclusive = small, poorly fitted or top-dose-only effect, or another doubt; inactive = no such curve, though single readings can be large; an effect the other way counts as inactive or inconclusive. These rows are one share of the data; the hit share may differ from the screen's.

SMILES	BLM helicase inh	Pol eta inh	Pol kappa inh	APEX1 inh	Tb PGK inh	POLB inh	POLI inh	Anesthetic bind	RXFP1 antagonist
COc1ccccc1CNC(=O)C(=O)NCC1OCCN1C(=O)c1ccc(Cl)cc1 (stereo not given)	-0.4%	5.9%	-17.6%	-6.0%	-3.9%	9.4%	-8.0%	-2.2%	-5.5
O=C(Cn1cnc(S(=O)(=O)N2CCOCC2)c1)Nc1ccc(OC(F)(F)F)cc1	-1.1%	-10.2%	2.4%	16.6%	i	5.8%	30.0%[activator]	-9.9%	16.7
COc1cc(NC(=O)C(=O)N2CCN(C)CC2)c(OC)cc1Cl	-3.6%	-14.3%	-3.3%	-2.5%	-4.4%	0.8%	74.9%[activator]	0.7%	-9.7
CN(c1nnc(NC(=O)Nc2ccc(Br)cc2)s1)C1CCCCC1	0.1%	-21.8%	0.8%	.	-3.9%	-29.3%	23.1%	-3.9%	-9.6
COC(=O)c1c(NC(=O)CN2CCCc3ccccc32)sc(C)c1C	-6.7%	-12.7%	-5.0%	1.7%	-6.4%	4.5%	-9.0%	-2.9%	-2.5
CC1CCN(S(=O)(=O)c2cc([N+](=O)[O-])ccc2Cl)CC1	-14.6%	-19.8%	-4.5%	?	-0.6%	30.7%	5.0%	-23.0%	-2.7
CCN(CC)CCCn1c2c(c(SCC(=O)N3CCCc4ccccc43)nc1=O)CCC2	.	-22.9%	-0.3%	43.6%[activator]	-5.1%	.	4.0%	.	-16.0
c1ccc(-c2ccnc3nc(-n4cccc4)nn23)cc1	-17.4%	-10.2%	-19.0%	6.6%	-5.9%	-3.1%	-6.9%	-6.0%	-5.8
Cc1nnc(SCC(=O)Nc2nc3ccccc3s2)n(N)c1=O	-1.3%	2.4%	-22.1%	-1.2%	i	0.8%	9.1%	-3.9%	3.5
CN(CC(=O)O)S(=O)(=O)c1cc(Cl)ccc1Cl	1.2%	-3.0%	-1.4%	6.8%	5.4%	1.4%	1.4%	-0.2%	1.9
COc1ccc(-c2c(-c3ccsc3)oc3ccc(N4CCOCC4)cc23)cc1	.	-9.9%	-0.4%	.	1.3%	.	26.9%	.	.
COc1ccc(-c2nnc(SCC(=O)N3CCOCC3)o2)cc1	-1.6%	-7.9%	-4.8%	7.4%	2.8%	-7.0%	8.7%	-10.6%	-2.2
Cc1nn(-c2ccccc2)c2sc(C(=O)n3cccn3)cc12	-8.8%	-12.9%	-2.2%	3.1%	-0.5%	-0.5%	32.1%[activator]	-10.5%	-15.2
Cc1ccn2c(-c3n[nH]c(=S)n3C)c(C)nc2c1	5.1%	-4.4%	-13.1%	-0.7%	-1.0%	-1.3%	22.3%	-0.7%	-16.0
Cn1c(=O)c2c(nc(SCC(=O)c3ccccc3F)n2C)n(C)c1=O	0.9%	.	.	3.1%	.	1.5%	.	-5.8%	.
COC(=O)c1cc(CNC(=O)c2ccccc2Cl)ccc1OC	-0.3%	-6.6%	-15.6%	-8.7%	1.1%	39.1%	54.6%[activator]	-0.8%	-22.5
CC(Oc1ccc(Br)cc1)C(=O)Nc1nc(-c2ccccn2)cs1 (stereo not given)	-12.0%	-5.8%	-4.9%	2.9%	i	15.3%	108.7%[activator]	-15.3%	-34.1
COc1ccc2[nH]cc(CCNc3cc(-c4ccoc4)ncn3)c2c1	-9.4%	.	-10.0%[60.1 µM]	8.4%	.	.	.	-11.0%	.
CCN(CC(=O)Nc1ccccc1C(F)(F)F)C(=O)CSCc1c(C)noc1C	.	-6.2%	-0.1%	18.6%	i	.	37.5%[activator]	.	-2.0
CCOCCN1CCN(C2c3ccccc3CSc3ccccc32)CC1 (stereo not given)	.	-6.7%	-11.6%	.	0.5%	.	122.2%[activator]	.	-22.0
Cc1ccccc1-c1nc2c3ccccc3nc(=S)n2[nH]1	-13.3%	-3.1%	?	13.1%	-8.5%	2.3%	?	0.1%	2.0
O=C(/C=C/c1ccccc1)CC(=O)c1ccccc1	.	-1.0%	-2.5%	.	-10.9%	.	75.5%[activator]	.	-17.9
Cc1nn(-c2ccccc2)nc1CNS(C)(=O)=O	-0.1%	-5.0%	-10.7%	-10.7%	-5.1%	23.3%	81.4%[activator]	-6.0%	9.8
CC(=O)Nc1nnc(SCC(=O)NC2CC2)s1	-2.2%	-19.9%	6.9%	25.9%	3.2%	15.0%	36.3%[activator]	-0.6%	-3.2
O=C1CCC(C(=O)Nc2ccc(Cl)cc2)N1 (stereo not given)	-2.2%	-20.3%	-7.2%	20.3%	-6.9%	22.3%	162.5%[activator]	-1.5%	13.3
COc1ccccc1C(=O)NC(CCSC)C(=O)N1CCN(C(C)=O)CC1 (stereo not given)	.	-10.9%	6.5%	0.7%	-6.0%	.	-4.5%	.	0.3
CCSCCOC(=O)C1=C(C)NC(=O)NC1c1ccccc1 (stereo not given)	-3.2%	-1.6%	-8.5%	-1.4%	-9.8%	?	-15.2%	-8.1%	.
O=C(NC(=S)Nc1cccc2ncccc12)c1ccco1	2.1%	-11.7%	3.3%	-4.5%	-3.6%	18.3%	2.4%	-8.2%	-6.0
COc1ccc(NC(=O)C2CCN(Cc3cnn(-c4ccccc4)c3-n3cccc3)CC2)cc1OC	9.5%	-4.2%	6.0%	-5.0%	-6.5%	-1.2%	3.2%	?	-3.1
Cc1ccc(S(=O)(=O)N2CCN(C(=O)n3ccnc3)CC2)cc1	.	-5.9%	-18.8%	5.4%	11.0%	.	-10.3%	.	-6.6
CCOc1ccccc1NC(=O)C1CCN(S(=O)(=O)c2cccc3nonc23)CC1	1.5%	-18.6%	-3.5%[60.1 µM]	.	-6.2%	9.1%	18.8%	-21.5%	-0.2
C[C@H](CO)N1C[C@H](C)[C@@H](CN(C)Cc2ccc(Cl)c(Cl)c2)Oc2c(NC(=O)C3CCOCC3)cccc2C1=O	.	0.4%	-7.0%	9.3%	-2.2%	.	2.3%	.	.
CC(C)CC(O)(c1ccccc1)C(CN1CCOCC1)c1ccccc1 (stereo not given)	-8.6%	-9.9%	-24.2%	24.8%	-6.8%	11.3%	-23.6%	-14.6%	?
O=c1c2cc(F)ccc2sn1-c1ccc(F)cc1	.	8.9%	-16.3%	17.2%	2.1%	.	-11.2%	.	.
Cc1ccc(S(=O)(=O)c2nc(-c3ccco3)oc2SCc2ccc(F)cc2)cc1	-7.9%	-3.9%	-12.6%	.	5.7%	-11.4%	-18.9%	0.9%	-4.1
COC(=O)C(CCSC)NC(=O)Cn1ncc2c([nH]c3ccccc32)c1=O (stereo not given)	-3.3%	-17.1%	7.1%	.	7.6%	4.0%	29.3%	-12.1%	-3.0
COc1ccc2c(=O)c(C(=O)O)c(-c3ccc4c(c3)OCO4)n(C)c2c1	-3.5%	2.8%	7.7%	0.1%	-3.5%	26.5%	17.8%	-0.4%	.
Cc1csc(NC(=O)c2ccc(C)c([N+](=O)[O-])c2)n1	5.0%	-24.3%	-16.2%	26.2%	-0.9%	-3.8%	2.5%	8.4%	-4.1
Cc1ccc(C(NC(=O)Nc2ccccn2)C(Cl)(Cl)Cl)cc1F (stereo not given)	-2.6%	-11.1%	-14.4%	10.6%	-0.2%	10.9%	37.4%[activator]	0.7%	-5.7
CCC1(c2ccccc2)NC(=O)N(CC(=O)NNC(=O)c2ccc(F)cc2)C1=O (stereo not given)	.	-20.8%	-1.8%	17.4%	0.0%	.	43.1%[activator]	.	-6.6

Structures shown so far that contain a COOH group, in the order listed:
SMILES	BLM helicase inh	Pol eta inh	Pol kappa inh	APEX1 inh	Tb PGK inh	POLB inh	POLI inh	Anesthetic bind	RXFP1 antagonist
CN(CC(=O)O)S(=O)(=O)c1cc(Cl)ccc1Cl	1.2%	-3.0%	-1.4%	6.8%	5.4%	1.4%	1.4%	-0.2%	1.9
COc1ccc2c(=O)c(C(=O)O)c(-c3ccc4c(c3)OCO4)n(C)c2c1	-3.5%	2.8%	7.7%	0.1%	-3.5%	26.5%	17.8%	-0.4%	.

Returning to the listing, repeating the 2 entries before the break.
SMILES	BLM helicase inh	Pol eta inh	Pol kappa inh	APEX1 inh	Tb PGK inh	POLB inh	POLI inh	Anesthetic bind	RXFP1 antagonist
Cc1ccc(C(NC(=O)Nc2ccccn2)C(Cl)(Cl)Cl)cc1F (stereo not given)	-2.6%	-11.1%	-14.4%	10.6%	-0.2%	10.9%	37.4%[activator]	0.7%	-5.7
CCC1(c2ccccc2)NC(=O)N(CC(=O)NNC(=O)c2ccc(F)cc2)C1=O (stereo not given)	.	-20.8%	-1.8%	17.4%	0.0%	.	43.1%[activator]	.	-6.6
COCCn1c(N)c(C(=O)c2cccc(S(=O)(=O)N3CCCCCC3)c2)c(=O)[nH]c1=O	.	-13.3%	11.9%	-8.2%	i	.	12.8%	.	-8.5
CC(C)CN(C(=O)CN1C(=O)NC(c2ccccc2)(c2ccccc2)C1=O)C1CCS(=O)(=O)C1 (stereo not given)	.	-13.4%	-1.6%	-9.5%	-10.5%	.	18.0%	.	-1.9
CC1Sc2ccc(S(=O)(=O)CCC(=O)N3CCCC3)cc2NC1=O (stereo not given)	1.5%	-9.0%	4.8%	44.6%	-7.3%	-4.9%	26.9%	-1.2%	-7.3
CCNC(=S)NCc1ccc(OC)c(OC)c1	-11.2%	-16.5%	-0.8%	10.8%	6.0%	0.6%	111.7%[activator]	-3.6%	0.1
COc1ccc(C2=NOC(Cn3nc(-c4ccccc4)cc3C(=O)NCc3cccc(Br)c3)C2)cc1 (stereo not given)	.	-11.3%	-0.7%	-16.5%	-7.1%	.	11.9%	.	.
Cc1ccc(S(=O)(=O)NCCC(=O)NC2CCCCC2)cc1	.	-19.8%	-4.9%	-3.5%	-8.8%	.	1.5%	.	-9.7
COc1cccc(NC(=O)COC(=O)Cc2ccccc2[N+](=O)[O-])c1	0.3%	2.6%	-4.0%	-2.0%	5.4%	9.8%	142.2%[activator]	?	-0.8
Clc1ccc(SCCCCN2CCOCC2)cc1	-0.6%	-19.2%	-4.6%	6.6%	-1.6%	10.8%	12.3%	-13.5%	-4.4
COC(=O)c1ccc(OC)c(-c2c(OC)cc(OC)cc2OC)c1	6.7%	-10.5%	-1.3%	-0.6%	i	3.5%	43.3%[activator]	-2.2%	-12.9
